# GLS inhibitor – qHTS for Inhibitors of Glutaminase (GLS). Glutaminase kidney isoform, mitochondrial (Homo sapiens), O94925. GLS enzymatic activity, qHTS titration. Potency, µM (titrated, usually from 45.5 µM), for the others: at the highest dose activity change, negative = inhibition, usual class: inhibitors. 0.21% of 410,000 active. AID 624170, 2012; note: potency is the fitted concentration of half-maximal effect; % is set by controls: 0 for no effect and ±100 for the full control effect
#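 hKGA in 45 mM KH2PO4 pH 8.2, 0.02% Tween-20 with pin-transferred compounds; 1 mM L-glutamine (stock) plus glutamate oxidase/HRP/Amplex Red coupling added. Fluorescence read initially and after 30 min at RT.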
# BAZ2B block – qHTS Assay for Inhibitors of BAZ2B | Bromodomain adjacent to zinc finger domain protein 2B (Homo sapiens), Q9UIF8 | AlphaScreen BAZ2B-H3K14Ac peptide displacement | Potency, µM (series often up to 114 µM), for the others: at the top dose activity change, negative = inhibition, hits mostly inhibitors | 4.4% of 360,000 active | AID 504333, 2011; note: potency is the fitted concentration of half-maximal effect; % is set by controls: 0 for no effect and ±100 for the full control effect; nearly all actives have a fitted effect of over 60% in size
#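 AlphaScreen displacement: compounds (up to 110uM) incubated 30 min at room temperature with a preformed 50 nM BAZ2B/50 nM biotinylated H3K14Ac peptide complex in PBS pH 7.4 with Tween-20. Donor and acceptor beads at 10 ug/mL final added, 20 min light-protected before reading.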
# PGK inhibitor – qHTS Assay to Find Inhibitors of Phosphoglycerate Kinase; Phosphoglycerate kinase, glycosomal (Trypanosoma brucei brucei), P07378; PGK/GAPDH coupled, Kinase-Glo luminescence, 60 min; Potency, µM (highest dose often 57.5 µM), without a hit: top-dose activity change, negative = inhibition, most hits filed as inhibitors; 0.043% of 380,000 active; AID 602233, 2012; note: potency is the fitted concentration of half-maximal effect; % is set by controls: 0 for no effect and ±100 for the full control effect; nearly all actives have a fitted effect of over 60% in size
# Target sequence (P07378 whole entry, looked up): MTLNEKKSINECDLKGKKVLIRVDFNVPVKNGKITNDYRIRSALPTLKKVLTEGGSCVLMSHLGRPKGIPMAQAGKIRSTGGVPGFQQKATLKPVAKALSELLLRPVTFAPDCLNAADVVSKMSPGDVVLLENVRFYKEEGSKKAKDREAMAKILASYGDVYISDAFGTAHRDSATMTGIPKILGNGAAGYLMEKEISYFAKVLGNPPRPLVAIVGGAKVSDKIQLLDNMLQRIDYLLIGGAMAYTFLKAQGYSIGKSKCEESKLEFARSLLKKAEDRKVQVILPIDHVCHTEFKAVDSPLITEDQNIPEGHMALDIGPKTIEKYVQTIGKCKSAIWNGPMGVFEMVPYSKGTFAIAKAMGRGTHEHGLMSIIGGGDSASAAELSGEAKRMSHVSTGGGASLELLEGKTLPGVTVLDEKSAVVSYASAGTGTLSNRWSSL
#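 Luminescent ATP detection (Kinase-Glo Plus) follows a 60-minute room-temperature incubation, with wells lacking PGK as controls. Buffer: 100 mM TEA (pH 7.6), 5 mM MgCl2, 0.01% Tween-20. Coupling enzyme GAPDH (100 nM final) supplies unstable 1,3-BPG in-well.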
# PI4K2A block – qHTS for small molecular inhibitors of PI4K2A. purified PI4K2A, ADP-Glo luminescence, 1 h; stronger effect = lower value. activity change, negative = inhibition, % at 76.9 µM. 0.13% of 420,000 active. AID 1346378, 2018; in the data active = activity change below about -50%; inconclusive = mostly about -30% to -49%;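 note: -100% = wells without enzyme as full effect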
#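 ADP-Glo luminescence measured ADP generated by PI4K2A enzyme (4 ug/mL before mixing) with 1.2 mM PI substrate (pre-mix) and 300 microM ATP (pre-mix). Tris pH7.5 buffer with MgCl2, Triton X-100; 1 h reaction at ambient temperature.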
# ERG-DNA inh – qHTS for Small Molecule Inhibitors of the ERG Ets/DNA interaction; Transcriptional regulator ERG (Homo sapiens), P11308; fluorescence polarization, His-ERG Ets domain / labelled DNA; Potency, µM (doses to about 76.9 µM), for the others: at the top dose FP activity, negative = inhibition, actives largely listed as inhibitors; 0.028% of 370,000 active; active = well fitted inhibition curve with a large enough effect in the polarisation, with a control signal flat; inconclusive = small, poorly fitted or top-dose-only effect, or effect the other way, or a change in a side signal; inactive = no such curve, though single readings can be large or run the other way; the % refers to the polarisation;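 note: polarization taken with two DNA probes labelled with fluorescein and Texas red; potency is the fitted concentration of half-maximal effect; % of control where 0% means no effect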
# Target sequence (P11308 whole entry, looked up, the tested form may be a part): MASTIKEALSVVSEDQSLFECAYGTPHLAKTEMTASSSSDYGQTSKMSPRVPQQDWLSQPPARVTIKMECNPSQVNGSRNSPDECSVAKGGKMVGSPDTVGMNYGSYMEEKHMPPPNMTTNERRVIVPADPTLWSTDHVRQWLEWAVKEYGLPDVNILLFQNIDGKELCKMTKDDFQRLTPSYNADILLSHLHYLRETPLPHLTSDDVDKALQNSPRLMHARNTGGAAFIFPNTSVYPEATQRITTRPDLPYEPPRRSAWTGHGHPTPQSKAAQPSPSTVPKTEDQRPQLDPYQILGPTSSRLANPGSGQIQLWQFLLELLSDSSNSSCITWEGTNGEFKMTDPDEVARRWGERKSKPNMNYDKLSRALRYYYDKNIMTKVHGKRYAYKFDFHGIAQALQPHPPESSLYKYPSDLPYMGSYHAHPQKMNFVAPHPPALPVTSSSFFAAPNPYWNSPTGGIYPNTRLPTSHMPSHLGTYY
#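 His-tagged ERG Ets domain (1 uM in the protein solution; 300mM KCl, 50mM Tris-HCl, 1mM EDTA, 1mM DTT, pH 7.5) received compound, then a probe mix of 5 nM fluorescein-DNA and 100nM Texas-615-DNA. Fluorescence polarization was read for both dyes.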
# JMJD2A Tudor – qHTS Assay for Inhibitors of JMJD2A-Tudor Domain; AlphaScreen JMJD2A-Tudor / H3K4me3 peptide binding; AID 504339, 2011; Potency, µM (series often up to 114 µM), for inactives: top-dose activity change, negative = inhibition, hits mostly inhibitors; 4.4% of 390,000 active; Lysine-specific demethylase 4A (Homo sapiens), O75164; note: potency is the fitted concentration of half-maximal effect; % is set by controls: 0 for no effect and ±100 for the full control effect; nearly all actives have a fitted effect of over 50% in size
# Pin1 inh – qHTS Assay to Find Inhibitors of Pin1; Peptidyl-prolyl cis-trans isomerase NIMA-interacting 1 (Homo sapiens), Q13526; Pin1 FP peptide displacement, HiFluor488, 10 min; Potency, µM (highest dose often 115 µM), for inactives: top-dose activity, negative = inhibition, usual class: inhibitors; 0.009% of 390,000 active; AID 504891, 2011; active = well fitted inhibition curve with a large enough effect in the polarisation, with a control signal flat, not every such curve was filed as active; inconclusive = small, poorly fitted or top-dose-only effect, or effect the other way, or a change in a side signal; inactive = no such curve, though single readings can be large or run the other way; the % refers to the polarisation; note: potency is the fitted concentration of half-maximal effect; % is set by controls: 0 for no effect and ±100 for the full control effect
# HP1b chromo inh – HTS for Inhibitors of HP1-beta Chromodomain Interactions with Methylated Histone Tails; AlphaScreen HP1-beta / biotin-H3K9me3 peptide binding; Potency, µM (doses to about 114 µM), inactives show top-dose activity change, negative = inhibition, usual class: inhibitors; 0.56% of 390,000 active; AID 540317, 2011; note: potency is the fitted concentration of half-maximal effect; nearly all actives have a fitted effect of over 70% in size; inactives centre near 23
# Target sequence (P83916 whole entry, looked up): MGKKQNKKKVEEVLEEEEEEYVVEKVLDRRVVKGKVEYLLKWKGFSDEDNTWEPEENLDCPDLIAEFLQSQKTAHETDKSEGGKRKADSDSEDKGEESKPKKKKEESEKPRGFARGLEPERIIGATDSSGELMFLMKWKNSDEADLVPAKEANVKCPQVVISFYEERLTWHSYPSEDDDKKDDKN
#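 HP1-beta protein (50 nM final) preincubated 30 min at room temperature with biotinylated H3(1-18)K9me3 peptide (50 nM) in PBS pH 7.4, 0.01% Tween-20, then compound added for 30 min. AlphaScreen streptavidin donor/nickel chelate acceptor beads (10 ug/mL final), 30 min dark, luminescence read.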
# G9a inh – qHTS Assay for Inhibitors of Histone Lysine Methyltransferase G9a | G9a H3K9 monomethylation, AlphaScreen, 2 h | Potency, µM (doses to about 102 µM), for the others: at the top dose activity, negative = inhibition, actives largely listed as inhibitors | Histone-lysine N-methyltransferase EHMT2 (Homo sapiens), Q96KQ7 | 8.8% of 350,000 active; note: potency is the fitted concentration of half-maximal effect; % is set by controls: 0 for no effect and ±100 for the full control effect; nearly all actives have a fitted effect of over 75% in size
#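 G9a (20 nM) was preincubated 15 min with compound, then reacted 2 h at room temperature with 500 nM biotin-H3K9 peptide and 20 µM SAM. Monomethyl-H3K9 detected by AlphaScreen using anti-H3K9me1 antibody.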
# * marks the source's active call; other numbers are inactive results; i = inactive; ? = inconclusive; . = no result given; & = joins results of further samples; [ ] = remark or other dose. Unless noted, calls come from the whole dose curve; as a rule, active = well fitted curve in the direction sought with a large enough effect; inconclusive = small, poorly fitted or top-dose-only effect, or another doubt; inactive = no such curve, though single readings can be large; an effect the other way counts as inactive or inconclusive.
SMILES,GLS inhibitor,BAZ2B block,PGK inhibitor,PI4K2A block,ERG-DNA inh,JMJD2A Tudor,Pin1 inh,HP1b chromo inh,G9a inh
CS(=O)(=O)Nc1ccc(C(=O)Nc2ccccc2Cl)cc1,-1%,-16%,i,-5,9%,-17%,2%,-12%,25%
O=C(CSc1nnc(-c2ccccc2)o1)NCC1CCCCC1,2%,6%,-4%,0,4%,-13%,1%,7%,19%[2.33 µM]
CCN1CCN(C(=O)c2cc(COc3c(C)cccc3C)on2)CC1,6%,-8%,1%,0,8%,-16%,1%,51%[activator],-6%
O=C(CSc1n[nH]c(-c2cccnc2)n1)Nc1cccc(Cl)c1,-6%,2%,6%,-2,-2%,-9%,-4%,82%[activator],50µM*
Cc1ccc(C(=O)OC2=CC(=O)CC(C)(C)C2)cc1,9%,59%[activator],-8%,39,5%,-8%[11.4 µM],4%,82%[activator],?
COc1ccc(NC(=O)c2c(C)oc3ccc(O)c(CN4CCC(C)CC4)c23)cc1Cl,16%,?,-5%,2,-7%,?,0%,-11%,-36%[59 µM]
O=c1ccc(-c2ccccc2)nn1Cc1ccccc1F,11%,4%,-1%,1,-7%,-1%,6%,47%[activator],52%[activator]
CCc1ccc(OCCCCN(C)Cc2ccccc2)cc1,10%,?,-1%,12,-5%,14µM*,-3%,?,.
Cc1ccnc(NC(=O)c2ccc(NC(=O)CC3SC(N4CCCC4)=NC3=O)cc2)c1 (stereo unspecified),0%,4%,10%,4,-8%,-14%,-1%,10%,-1%
Cc1noc(C)c1S(=O)(=O)N1CCCC(C(=O)NCCc2ccccc2)C1 (stereo unspecified),-5%,9%,-5%,6,8%,-12%[11.4 µM],-4%,-10%,-40%
O=C(N/N=C/c1cc(Br)ccc1O)c1ccccc1Cl,11%,?,-5%,3,3%,?,3%,27%,3%
CCOC(=O)C1(Cc2ccc(OC)cc2)CCN(S(C)(=O)=O)CC1,0%,12%,-6%,20,-10%,11%,-12%,48%[activator],8%
CCOC(=O)c1ccccc1NC(=O)CSc1nc2ccncc2[nH]1,5%&-16%,-6%&-13%,0%&-2%,4&7,10%&-1%,-14%&-14%,8%&-2%,21%&37%,-18%
O=C1NC2=C(C(=O)CCC2)C(c2ccc([N+](=O)[O-])cc2)N1 (stereo unspecified),-12%,-1%,0%,7,-6%,-2%,1%,32%,-6%
COc1ccc(-c2nnc(-c3ccc(Br)o3)o2)cc1OC,12%,-7%,2%,-3,-3%,-24%,7%,5%,20%
CCN(C(=O)CN(C)S(=O)(=O)c1ccc2c(c1)n(C)c(=O)c(=O)n2C)c1cccc(C)c1,3%,6%,7%,0,-3%,-10%,0%,45%[activator],15%[59 µM]
N#Cc1c(Cl)nsc1NN,-28%,14µM*,-16%,0,-15%,50µM*,2%,45µM*,7.1µM*
CCOC(=O)/C(C#N)=C/c1cn(CCOc2ccc(OC)cc2)c2ccccc12,-6%,5%,i,-5,15%,-17%,?,-9%,18%[59 µM]
O=C(CN1C(=O)NC2(CCSC2)C1=O)NCc1ccccc1 (stereo unspecified),17%,-18%,13%,10,6%,-6%,-2%,33%,-51%
Cc1ccc(CNC(=O)C2CCCN(c3nn4cc(-c5ccc(C)cc5)nc4s3)C2)cc1 (stereo unspecified),-8%,-12%,6%,-1,0%,?,?,14%,-26%[59 µM]
O=C1CSC(c2ccccc2F)N1c1ccccc1F (stereo unspecified),3%,4%,-2%,0,7%,7%,-4%,32%,-9%
O=C(Cn1cnc([N+](=O)[O-])n1)c1ccccc1,5%,4%,4%,1,2%,-14%,0%,7%,.
CCOC(=O)C#CC(CCc1ccccc1)OS(N)(=O)=O (stereo unspecified),9%,-6%,-8%,15,5%,-2%,-13%,77%[activator],?
COc1ccc(CNCCC2(O)CC(C)N(C)CC2C)cc1OC (stereo unspecified),1%,-17%,0%,-3,-1%,3%,2%,24%,?
CN(C(=O)COC(=O)Cn1cnc2c1c(=O)n(C)c(=O)n2C)C1(C#N)CCCCC1,2%,-14%,-4%,-5,18%,-22%,-2%,18%,24%[12.7 µM]

# (more compounds)
SMILES,GLS inhibitor,BAZ2B block,PGK inhibitor,PI4K2A block,ERG-DNA inh,JMJD2A Tudor,Pin1 inh,HP1b chromo inh,G9a inh
COc1ccc(N=C2O/C(=C/c3sc(=S)n(CC4CCCO4)c3O)N=C2C#N)cc1 (stereo unspecified),13%,8.9µM*,-6%,-12,40%[activator],?,47%[activator],?,11µM*
CS(=O)(=O)N1CCN(C(=O)c2cc(-c3ccccc3)nc3ccccc23)CC1,-2%,-4%,i,8,-1%,-12%,-3%,52%[activator],8%
O=C(CCC(=O)Nc1ccc(F)cc1)N/N=C/c1ccc(O)cc1O,30%,2%,7%,-3,-2%,-15%,1%,52%[activator],4%
Fc1ccc(Nc2ccc(-c3ccc(F)cc3)nn2)cc1,1%,10%,-2%,2,-11%,-17%,2%,27%,26%
CCn1c(=O)c2sccc2n2c(CCCC(=O)NC3CCN(Cc4ccccc4)CC3)nnc12,-2%,2%,-7%,-5,-2%,1%,-3%,71%[activator],23%
O=C(c1ccc2c(c1)N(Cc1ccccc1F)C(=O)c1ccccc1S2(=O)=O)N1CCCCC1,-16%,-16%,-4%,0,-3%,-19%,-7%,15%,5%[59 µM]
O=C(Cn1ncc2ccsc2c1=O)N1CCN(c2ccccc2)CC1,3%,1%,i,0,-16%,-18%,-2%,43%[activator],-1%[59 µM]
Cc1c(O)nc(SCC(=O)Nc2ccc(Cl)cc2Cl)n(-c2ccc(F)cc2)c1=O,2%,-15%,-2%,-2,-1%,-28%,2%,2%,14%[59 µM]
O=C(CSC1=NS(=O)(=O)c2ccccc2N1)c1ccccc1,11%,8%,i,1,-4%,-12%,2%,12%,?
CCN(CC)S(=O)(=O)c1cccc(NC(=O)c2cccc(S(=O)(=O)N3CCCC3)c2)c1,-8%,-2%,6%,3,-5%,-23%,29%,27%,13%[2.33 µM]
CCCCC(=O)Nc1nnc(CCc2ccccc2)s1,0%,?,-5%,-1,-5%,-11%,3%,24%,12%
Cc1ccc(C(=O)OCC(=O)c2c[nH]c3ccccc23)cc1NC(=O)c1ccco1,-7%,-32%,-8%,5,1%,-10%,39%[activator],4%,-23%
CCOC(=O)c1sc(NC(=S)NC(=O)c2ccccc2)nc1C,5%,-11%,-3%,-8,-1%,-12%,3%,45%[activator],0%
CCCOc1ccc(CNC(=O)C2CCCN(c3nc4c(C)cc(C)cc4s3)C2)cc1 (stereo unspecified),-7%,3%,-4%,2,3%,-4%,3%,45%[activator],6%[59 µM]
O=C(COC(=O)c1ccc(F)cc1F)Nc1cccnc1Cl,1%,-2%,6%,-3,-4%,5%,-4%,34%,35%[12.7 µM]
COc1cc2c3c(c1OC)-c1cc4c(cc1CC3(C#N)N(C(=O)c1ccccc1)CC2)OCO4 (stereo unspecified),6%,.,1%,2,-2%,-26%,1%,2%,.
CCCCN(C)CCCNC(=O)C1CCN(S(=O)(=O)CCC)CC1,-14%,1%,-1%,1,3%,-18%,-3%,23%,-17%[59 µM]
CCS(=O)(=O)N1CC(=O)N(c2cccc(C)c2C)C(C)(C(=O)NC2CCCCC2)C1 (stereo unspecified),-5%,3%,i,-3,-1%,-5%,3%,30%,2%[59 µM]
Cc1ccc(CNC(=O)c2cc(-c3ccccc3C)nn2CC2CC(c3cccnc3)=NO2)cc1 (stereo unspecified),0%,.,4%,0,7%,-15%,18%,18%,.
CCSc1nc2sc3c(c2c(=O)n1CC)CC(C)(C)OC3,2%,-4%,-3%,-2,-3%,-6%,-2%,40%[activator],25%[59 µM]
COc1ccccc1N1CCN(C2C(=O)c3ccccc3N2C(C)=O)CC1 (stereo unspecified),5%,-24%,-6%,3,4%,-22%,2%,15%,-29%[59 µM]
CC(=O)Nc1ncc(Cc2cc(Cl)ccc2Cl)s1,0%,-12%,i,-1,-1%,-13%,-7%,41%,-1%
COc1ccc(N(CC(O)CN2CCOCC2)S(=O)(=O)c2ccccc2)cc1 (stereo unspecified),12%,-8%,-5%,-1,-2%,-12%,-18%,-14%,-9%
COc1ccc(CCNC(=O)c2cc3c(=O)n4ccccc4nc3n(CCCN3CCOCC3)c2=N)cc1,-3%,-5%[57.1 µM],i,1,12%,-23%,7%,20%,-7%

# Results in JMJD2A Tudor, PGK inhibitor and G9a inh (2 entries from above):
Molecule	JMJD2A Tudor	PGK inhibitor	G9a inh
CCCCC(=O)Nc1nnc(CCc2ccccc2)s1	-11%	-5%	12%
Cc1ccc(C(=O)OCC(=O)c2c[nH]c3ccccc23)cc1NC(=O)c1ccco1	-10%	-8%	-23%
